High-throughput results: PubChem BioAssay, Columbia University Molecular Screening Center
Htt clearance = mutant huntingtin protein clearance; hit rate 0.42% among 47,000; inhibition, % at 1.5 µM; AID 853; HeLa Exon1htt(103Q)mCFP, aggregate imaging; zero = plate's median compound well;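 active = inhibition of aggregate fluorescence above about 70%, also judged a hit by eye on the cell image, limit read from the data, passing the limit was not always enough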;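 note: cells exposed to compound for three days before fixation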
Htt clearance grain fraction = second read-out of Htt clearance, no call of its own (marks repeat the call); fraction fluorescence in grains; measured here: aggregate grain fluorescence fraction; active compounds read low;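 scaled fraction of total cell fluorescence in grains with unit not stated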
Starred values were filed as active, the others as inactive. An excerpt; the hit share may differ from the screen's.

Values run as follows: Htt clearance grain fraction | Htt clearance
CCCC(C)NC(=O)c1ccc(F)cc1 (stereo not given)
 : 24.7 | -20.2
CCOC(=O)C1=C(C)OC(N)=C(C#N)C1c1ccsc1 (stereo not given)
 : 41.7 | -22.2
Cc1ccc(-n2c(SCC(=O)OC(C)C)nnc2-c2ccncc2)cc1
 : 26.3 | -33.4
Cc1cccc(-c2nc3c(c(SCC(=O)N(C)C)n2)CCCC3)c1
 : 9.37 | 48.6
CC(=O)Nc1ccc(S(=O)(=O)NC2(C(F)(F)F)C(=O)Nc3c2c(=O)n(C)c(=O)n3C)cc1 (stereo not given)
 : 33.4 | -3.4
CCC(C)c1ccc(NC(=O)CC(C)=O)cc1 (stereo not given)
 : 33.6 | -43.6
COc1cccc(-c2nnc(SCC(=O)Nc3ccc(S(N)(=O)=O)cc3)n2C)c1
 : 62 | -95.8
CC1CCCCC1NC(=O)c1ccc(S(=O)(=O)N2CCCC2)cc1 (stereo not given)
 : 17.8 | 24.2
COC(=O)C1=CN(c2cccc(C)c2)C=C(C(=O)OC)C1c1cc(OC)c(O)c([N+](=O)[O-])c1
 : 12.6 | 39.2
CCOC(=O)c1cnc(SCCc2ccccc2)nc1N
 : 29.4 | 32.3
COc1ccccc1CNC(=O)C1CC(c2ccc([N+](=O)[O-])cc2)=NO1 (stereo not given)
 : 42.9 | -10.4
NC(=O)CSc1nnc(CNc2cccc(Cl)c2)n1CCc1ccccc1
 : 22.4 | 40.1
COc1ccccc1S(=O)(=O)Cc1ccc(C(=O)N2CCCC2)o1
 : 21.7 | 55.1
O=C(Cn1cnc2c(nnn2-c2ccc(F)cc2)c1=O)NCc1ccco1
 : 12 | 40.4
N#Cc1cc2c(=O)n3ccccc3nc2n(Cc2cccnc2)c1=N
 : 12.1 | 37.8
O=C(Nc1ccc2c(c1)nc1n2CCOC1)c1ccco1
 : 37.6 | -15.0
O=C(COC(=O)c1c2c(nc3ccccc13)CCCC2)Nc1ccc2c(c1)OCO2
 : 13.8 | 53.9
CCOc1ccc(N(CC(=O)NC2CCCC2)S(=O)(=O)c2c(C)noc2C)cc1
 : 59.3 | -22.7
O=C(Nc1ccc(N2CCN(C(=O)c3ccco3)CC2)c(Cl)c1)c1cccs1
 : 18.5 | -3.5
O=C(Nc1ccc(Br)c(Cl)c1)c1ccco1
 : 21.8 | -14.8
Cc1cc(C)n(C(=O)CNc2cccc(Cl)c2C)n1
 : 18 | 5.7
CCN(CC)c1nc(C)c2c(c1C#N)CC(C)(C)OC2
 : 34.2 | 7.1
COc1ccc(NC(=O)c2cc(-c3ccccc3Cl)no2)cc1
 : 30.9 | 19.7
Cc1c(C)c2ccc(OCC(=O)N(C)C)c(C)c2oc1=O
 : 15.9 | 20.6
CC(=O)c1ccc(OCC(O)CN2CCN(CCO)CC2)cc1 (stereo not given)
 : 33.8 | -1.1
COc1cccc(/C=N/NC(=O)CO/N=C(\C)c2cccs2)c1OC
 : 22.6 | 41.5
COc1ccc(N(CC(=O)NCCSCc2c(F)cccc2Cl)S(C)(=O)=O)cc1OC
 : 17 | 27.9
Cc1ccc(-c2nnc3sc(-c4ccncc4)nn23)cc1
 : 30 | -45.9
O=C(O)C1CCCCC1C(=O)Nc1cc(Cl)ccc1Cl (stereo not given)
 : 14.9 | 51.1
COc1cc(S(=O)(=O)n2nnc3ccccc32)c(OC)cc1Cl
 : 18.4 | 5.7

Going on with the list:
Values run as follows: Htt clearance grain fraction | Htt clearance
CCOC(=O)c1nc2cc3n(c(CC(C)C)c-2c1C)CC(C)=C3C
 : 21.2 | -11.6
CSc1nc(C)cc(Oc2ccc(=O)n(C)n2)n1
 : 23.1 | -20.6
CCOC(=O)c1c(C)n(C)c2ccc(OC)c(NS(=O)(=O)c3ccc(Cl)s3)c12
 : 24.6 | 32.4
CC(c1ccccc1)N1CC(C(=O)NC2CCCC2)CC1=O (stereo not given)
 : 38.9 | -14.0
CN(C)C(CNC(=O)C1CCCN(C(=O)c2ccc(Cl)cc2)C1)c1ccco1 (stereo not given)
 : 37.1 | -5.8
CCCCNC(=O)C1COc2ccccc2O1 (stereo not given)
 : 32.4 | 2.5
CSc1ccccc1NC(=O)c1cc(-c2cccs2)on1
 : 18.3 | -5.1
CCOC(=O)C1CCN(C(=O)CC(NS(=O)(=O)c2ccc(OC)cc2)C(C)C)CC1 (stereo not given)
 : 14 | 30.8
CCN(CC)C(=O)C(C)N(C#N)c1nc(NC(C)C)nc(NC(C)C)n1 (stereo not given)
 : 18.6 | 5.8
Cc1ccc(S(=O)(=O)NC2=NCN(CCN3CCOCC3)CN2)cc1
 : 44.9 | -29.4
CCCC1C2CN(C(C)C)CC=C2C(C#N)=C(N)C1(C#N)C#N (stereo not given)
 : 41.3 | -17.9
CCC(C)NC(=O)c1ccccc1NC(=O)COc1ccc(OC)cc1 (stereo not given)
 : 25.5 | 8.5
O=C(Cc1ccc(S(=O)(=O)N2CCOCC2)s1)Nc1ccc2c(c1)CCC2
 : 9.59 | 53.6
O=C1CC(c2ccco2)Cc2nc(NCC3CCCO3)ncc21 (stereo not given)
 : 28.7 | -37.9
O=C(c1cc2ccccc2o1)n1nnc2ccccc21
 : 31.2 | 9.4
Cc1ccc(SCc2[nH]nc3c2C(c2cccnc2)C(C#N)=C(N)O3)cc1 (stereo not given)
 : 27.6 | -33.5
COc1ccc(/C(O)=C2/C(=O)C(=O)N(CCCN(C)C)C2c2ccc(C)o2)cc1Cl (stereo not given)
 : 34.1 | -1.9
COC(=O)c1ccc(N2C(=O)CC(SCCN)C2=O)cc1 (stereo not given)
 : 23.8 | 32.5
CCCCNC(=O)C1CCN(C(=O)Nc2ccc(C)cc2)CC1
 : 17 | 3.1
CCc1ccccc1N(CC(=O)OC)S(C)(=O)=O
 : 28.6 | -49.0
Cc1ccc(C(=O)Nc2nc(=O)n(C)s2)cc1
 : 26.6 | -27.7
O=C(Nc1sc2c(c1C(=O)NCc1ccco1)CCCC2)c1ccc2c(c1)OCO2
 : 23.2 | -8.8
Cc1ccccc1C(=O)N1CCCN(C(=O)c2ccccc2C)CC1
 : 19.7 | 2.4
CCOC(=O)Cc1csc(NC(=O)COc2ccc3ccccc3c2)n1
 : 33.4 | 11.2
O=C(O)Cc1ccc2[nH]c3ccc(CC(=O)O)cc3c2c1
 : 18.6 | 10.8
Cc1ccc(S(=O)(=O)NCCC(=O)O)cc1
 : 34.7 | -46.7
CCOc1ccc(C(C)=O)cc1N1C(=O)C2C3C=CC(C3)C2C1=O (stereo not given)
 : 27.9 | -19.0
CSc1nc(Oc2ccc(C)cc2)cc(C(F)(F)F)n1
 : 11.4 | 62.9
COc1ccccc1NC(=O)N1CCCC1C(=O)NCc1ccccc1F (stereo not given)
 : 25.5 | 39.5
Cc1nn(C)cc1CN(C)C(=O)c1nn2c(c1Cl)NC(c1cccs1)CC2C(F)(F)F (stereo not given)
 : 12.6 | 39.7

One compound at a time, as listed above. Screens in order: Htt clearance grain fraction	Htt clearance
COc1cccc(-c2nnc(SCC(=O)Nc3ccc(S(N)(=O)=O)cc3)n2C)c1 is listed as 62	-95.8
CSc1ccccc1NC(=O)c1cc(-c2cccs2)on1 is listed as 18.3	-5.1
CC1CCCCC1NC(=O)c1ccc(S(=O)(=O)N2CCCC2)cc1 (stereo not given) is listed as 17.8	24.2
CCOC(=O)C1=C(C)OC(N)=C(C#N)C1c1ccsc1 (stereo not given) is listed as 41.7	-22.2

In the list so far, 3 contain a CF3 group:
Values run as follows: Htt clearance grain fraction | Htt clearance
CC(=O)Nc1ccc(S(=O)(=O)NC2(C(F)(F)F)C(=O)Nc3c2c(=O)n(C)c(=O)n3C)cc1 (stereo not given)
 : 33.4 | -3.4
CSc1nc(Oc2ccc(C)cc2)cc(C(F)(F)F)n1
 : 11.4 | 62.9
Cc1nn(C)cc1CN(C)C(=O)c1nn2c(c1Cl)NC(c1cccs1)CC2C(F)(F)F (stereo not given)
 : 12.6 | 39.7

Further entries follow.
Values run as follows: Htt clearance grain fraction | Htt clearance
CC(C)c1ccc(N(C(=O)C(F)(F)F)C(C(=O)NC2CCCCC2)c2ccncc2)cc1 (stereo not given)
 : 32.3 | 27.7
CCOC(=O)c1ccc(NC(=O)CCc2nc(-c3ccc(C)cc3)no2)cc1
 : 12.3 | 24.6
Nc1nonc1C(=Nc1ccccc1)NO
 : 34.5 | 3.9
O=C(O)C1CC(=O)N(c2ccc(Br)cc2)C1 (stereo not given)
 : 21.5 | -25.1
CCCCOc1ccc(C(=O)NCc2ccncc2)cc1
 : 9.34 | 41.7
CCOc1nc(CC)nc(NC(=O)NS(=O)(=O)c2ccccc2Cl)n1
 : 31.2 | 30.3
c1ccc(CC2CCN(c3nc(N4CCOCC4)nc(N4CCOCC4)n3)CC2)cc1
 : 15.4 | 17.8
CCOc1ccccc1NC(=O)CSc1ccccc1
 : 40.1 | -9.3

Looked up by compound from above:
Values run as follows: Htt clearance grain fraction | Htt clearance
CCOc1ccccc1NC(=O)CSc1ccccc1
 : 40.1 | -9.3
O=C(O)C1CC(=O)N(c2ccc(Br)cc2)C1 (stereo not given)
 : 21.5 | -25.1
CCOC(=O)c1ccc(NC(=O)CCc2nc(-c3ccc(C)cc3)no2)cc1
 : 12.3 | 24.6
CCOc1nc(CC)nc(NC(=O)NS(=O)(=O)c2ccccc2Cl)n1
 : 31.2 | 30.3
